Screening results (PubChem)
Thrombin inh: blocks human thrombin protease activity. P00734. alpha-thrombin, Boc-VPR-AMC fluorogenic substrate cleavage. inhibition, % at 5 µM. 220,000 compounds, 0.26% hits;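 active = inhibition at or above 40%; inactive = inhibition below 40%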;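 note: 0% = enzyme with no compound and 100% = wells without enzyme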
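Assay system: human alpha-thrombin enzyme. Reagent: Boc-VPR-AMC substrate, 15 µM final. Compound dosing: one concentration per compound, 5 µM, with 0.2% DMSO. Incubation: room-temperature reaction. Technique: AMC fluorescence, 355/460 nm. Measure: % inhibition relative to enzyme controls and enzyme-free blanks.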
Wee1 stabilizer: blocks degradation of human Wee1 kinase. reporter increase, % at 5 µM. 220,000 compounds, 1.2% hits. HeLa Luc-Wee1K328M stability, luciferase luminescence; 100% = proteasome inhibitor MG132 effect;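 active = activation above the mean of all tested compounds plus 3 SD, set per screening run, cut at about 8.8% in these data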;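 note: cells exposed to compound for 20 h before luminescence read; 0% = DMSO alone and 100% = MG132 at 30 µM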
Runt-CBFb FRET: Runt domain-CBFb interaction inhibition | Q01196+Q13951 | Cerulean-Runt/Venus-CBFb FRET ratio 530/480, 1 h | inhibition, % at 20 µM | 220,000 compounds, 0.46% hits | AID 1496;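 active = inhibition over about 50% at 20 µM in the single-dose screen, limit read from the data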;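 note: 0% = DMSO wells and 100% = excess unlabeled CBFb competitor control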
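test system = Cerulean-tagged RUNX1 Runt domain (FRET donor) fusion protein | reagent = Venus-CBFb binding partner, 100 nM | incubation = protein complex preformed 1 h, compound exposure 1 h, room temperature, dark | detection = FRET fluorescence | read-out basis = loss of energy transfer signal | controls = 5 µM unlabeled CBFb as full-inhibition high control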
Hck Nef HTS: inhibitors of human Hck kinase activated by Nef; inhibition, % at 20 µM; P08631; AID 463187; 220,000 compounds, 0.68% hits; Recombinant Hck-YEEI plus Nef, Z-Lyte FRET kinase assay;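 active = Hck-Nef kinase inhibition above about 50%, limit read from the data; inactive = inhibition below that limit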;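 note: 0% = DMSO with Hck plus Nef and 100% = Hck alone without Nef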
FXIa inh 1536: factor XIa (human) inhibition; P03951; purified FXIa, Boc-Glu-Ala-Arg-AMC fluorogenic substrate; inhibition, % at 5 µM; 220,000 compounds, 0.14% hits; AID 798;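 active = inhibition of at least 40%; inactive = inhibition below 40%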;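 note: fluorescence of freed AMC excited at 355 nm; 0% = enzyme without compound and 100% = no enzyme blank; many of its hits are not listed in these tables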
Target sequence (P03951 19-387 limits assumed): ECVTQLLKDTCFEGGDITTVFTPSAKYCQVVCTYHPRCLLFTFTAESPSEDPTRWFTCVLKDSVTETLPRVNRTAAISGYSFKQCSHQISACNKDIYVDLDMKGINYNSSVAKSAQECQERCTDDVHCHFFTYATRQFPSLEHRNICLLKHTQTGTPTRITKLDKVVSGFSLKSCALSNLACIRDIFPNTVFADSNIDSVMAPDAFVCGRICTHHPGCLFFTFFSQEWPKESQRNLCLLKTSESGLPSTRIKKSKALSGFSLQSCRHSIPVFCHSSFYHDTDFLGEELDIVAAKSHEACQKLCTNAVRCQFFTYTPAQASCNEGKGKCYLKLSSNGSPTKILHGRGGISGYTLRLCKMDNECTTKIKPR
Target sequence (P03951 388-625 limits assumed): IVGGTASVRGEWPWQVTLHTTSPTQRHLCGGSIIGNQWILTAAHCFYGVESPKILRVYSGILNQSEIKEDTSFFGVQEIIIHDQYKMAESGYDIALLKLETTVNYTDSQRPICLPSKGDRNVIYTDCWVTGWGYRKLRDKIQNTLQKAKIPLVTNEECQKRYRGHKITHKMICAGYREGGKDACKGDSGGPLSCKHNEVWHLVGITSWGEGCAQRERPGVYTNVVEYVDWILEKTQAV
Runt-SMMHC FRET: blocks binding of human RUNX1 Runt domain to CBFb-SMMHC; Cerulean-Runt/Venus-CBFb-SMMHC FRET ratio 530/480, 1 h; AID 1434; 220,000 compounds, 0.74% hits; inhibition, % at 20 µM; Q01196+Q13951;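 active = mean inhibition across duplicate retests at 20 µM reaching about 50%, limit read from the data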;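 note: 0% = DMSO wells and 100% = wells with excess untagged CBFb-SMMHC; inhibitors lower the FRET ratio by blocking Runt binding to CBFb-SMMHC; some results filed as inactive read as strong as hits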
FXIIa inh: inhibitors of human coagulation factor XIIa; inhibition, % at 5 µM; purified FXIIa, Boc-QGR-AMC fluorogenic substrate, 2 h; 220,000 compounds, 0.3% hits; AID 800; P00748; in the data active = inhibition above about 40%;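 note: 0% = enzyme with no compound and 100% = blank without enzyme; many of its hits are not listed in these tables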
14-3-3 Bad PPI: disrupts binding of bovine 14-3-3 zeta to phospho-Bad peptide; P63103; TR-FRET 14-3-3zeta/Dy647-pBad peptide displacement, 1 h; inhibition, % at 21.7 µM; 220,000 compounds, 0.71% hits;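 active = inhibition above about 70%, limit read from the data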;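 note: 0% = full 14-3-3 plus peptide FRET controls and 100% = background without 14-3-3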
hK5 inh: kallikrein 5 (human) inhibition | 210,000 compounds, 0.59% hits | Q9Y337 | recombinant hK5, fluorogenic AMC substrate cleavage | inhibition, % at 5 µM;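 active = inhibition of 40% or more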;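 note: 0% = enzyme controls without compound and 100% = no-enzyme blanks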
Target sequence (Q9Y337 67-293 limits assumed): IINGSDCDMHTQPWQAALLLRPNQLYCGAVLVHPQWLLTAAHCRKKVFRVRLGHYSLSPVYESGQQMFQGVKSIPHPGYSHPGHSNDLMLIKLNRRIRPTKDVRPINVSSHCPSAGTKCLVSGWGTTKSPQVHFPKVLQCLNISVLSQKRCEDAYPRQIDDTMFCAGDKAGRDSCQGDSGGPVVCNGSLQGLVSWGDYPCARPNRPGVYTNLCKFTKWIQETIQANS
Starred values were filed as active, the others as inactive; . = not tested or not shown; [ ] = remark or other dose.

SMILES | Thrombin inh | Wee1 stabilizer | Runt-CBFb FRET | Hck Nef HTS | FXIa inh 1536 | Runt-SMMHC FRET | FXIIa inh | 14-3-3 Bad PPI | hK5 inh
COc1ccc(S(=O)(=O)N2CCCC2C(=O)Nc2nnc(-c3cccnc3)s2)cc1 (stereo not given) | 2 | -2 | 2 | 0 | 0 | -2 | 2 | -12 | 2
Cn1c(N)c(C(=O)Nc2ccccc2F)sc1=S | -2 | 0 | 0 | -2 | 6 | -1 | 11 | 0 | -2
Cc1ccc2c(c1)C(SCC(=O)NCCc1ccccc1)CC1(CCCC1)O2 (stereo not given) | 2 | 2 | -5 | -7 | 7 | -2 | 12 | -16 | -5
NC(=S)NNC(=S)Nc1ccccc1 | 23 | -3 | 20 | 19 | 6 | -1 | 20 | -10 | 16
C=CCN(c1cccc(C(F)(F)F)c1)S(=O)(=O)c1cccc(C(=O)OCC(=O)NCCC)c1 | -5 | 2 | -9 | 0 | 0 | -4 | 13 | 0 | 27
C=CCn1c(SCC(=O)C23CC4CC(CC(C4)C2)C3)nc(O)cc1=O | 1 | -2 | 0 | 14 | -8 | -4 | 8 | -4 | -4
CN=C1c2ccccc2CN1c1cccc(C(=O)OC)c1 | 3 | -2 | 1 | -6 | -4 | -6 | 14 | 2 | -6
CCC(CC)C(=O)NCCc1ccc(OC)cc1 | -9 | 0 | 3 | -2 | -9 | 3 | -2 | 15[fluorescence artefact?] | -6
CNS(=O)(=O)c1ccc(NC(=O)c2nc3nc(C)cc(C(F)F)n3n2)cc1 | -9 | -1 | -1 | -2 | -7 | 4 | -18 | 0[fluorescence artefact?] | -11
O=C(c1cc(-c2cccs2)nc2ccccc12)N1CCN(S(=O)(=O)c2cccc(F)c2)CC1 | -3 | 0 | 2 | 0 | 4 | 0 | 8 | -2 | 3
O=C(O)c1cc(O)c2c(c1)C(=O)c1cc(O)cc(O)c1C2=O | 5 | -3 | 12 | 19 | 7 | 8 | 11 | 58 | 3
CNC(=O)Nc1cc(C(F)(F)F)cc(C(F)(F)F)c1 | 2 | 6 | 2 | 12 | 0 | -2 | 8 | 8 | -1
CN1/C(=C/C(=O)C2CC2)C(C)(C)c2ccccc21 | 3 | 0 | -1 | 13 | -4 | 0 | 3 | -17 | -11
COc1ccc(NC(=O)CN2CCC(NC(=O)C3CCCCC3)CC2)c([N+](=O)[O-])c1 | 3 | -2 | . | 13 | -5 | . | 0 | -5 | -5
Cc1ccc(O)c(NC(=O)c2noc3c2CCCCC3)c1 | -2 | 1 | -1 | 24 | -1 | 1 | 13 | -13 | 1
Cc1ccc2c(c1)NC(=O)C(CC(=O)NCCCN1CCN(c3cc(C)ccc3C)CC1)O2 (stereo not given) | 1 | 1 | -2 | 0 | 3 | -2 | 13 | 0 | -7
CCc1nnc(NC(=O)CSc2nnc(-c3ccccc3O)n2CC)s1 | 3 | 0 | 0 | -2 | 9 | -1 | 25 | -10 | -13
OCCCc1nc2n(n1)C(c1ccccc1Cl)C=C(c1cccs1)N2 (stereo not given) | 2 | 4 | 19 | -3 | 3 | 78* | 13 | -5[fluorescence artefact?] | -9
CCN1CCN(Cc2nc3c(c(=O)n(C)c(=O)n3C)n2Cc2ccccc2Cl)CC1 | -3 | -1 | 1 | 2 | 2 | 2 | 11 | 4 | -11
CC1CCN(C(=O)CSc2nnc(CNC(=O)COc3ccc(Cl)cc3)o2)CC1 | -10 | 3 | 1 | 0 | -9 | 4 | 5 | -5 | -22
Cc1ccn2c(-c3csc(NCc4ccco4)n3)c(C)nc2c1 | -1 | 0 | 2 | 0 | -19 | 3 | 11 | 3 | 3
CC(C)N(Cc1nccn1C)C(=O)c1ccc(OC2CCN(C(=O)C3CC3)CC2)cc1 | -6 | 1 | 0 | 21 | -6 | 2 | 7 | -6 | -3
NC(=O)CN(c1ccc([N+](=O)[O-])cc1)S(=O)(=O)c1ccccc1 | -4 | 1 | . | 23 | 0 | . | 10 | -2 | 2
N#C/C(=C\c1ccccc1)C(=O)Nc1cccnc1 | 1 | -1 | -3 | 3 | -4 | 2 | 13 | 1 | 0
CN(CC(=O)Nc1ccccc1Cl)CC(=O)Nc1c(F)cccc1F | -4 | 1 | 0 | -4 | -1 | 2 | 3 | -2 | .

(list continues)
SMILES | Thrombin inh | Wee1 stabilizer | Runt-CBFb FRET | Hck Nef HTS | FXIa inh 1536 | Runt-SMMHC FRET | FXIIa inh | 14-3-3 Bad PPI | hK5 inh
O=C(COC(=O)/C=C/c1ccc(Cl)cc1)NCCC1=CCCCC1 | -10 | 0 | -2 | 8 | 2 | -5 | 2 | -9[fluorescence artefact?] | -18
c1ccc(-c2cn3nc4c(nc3n2)CCCC4)cc1 | -6 | -1 | 2 | 9 | -16 | -4 | -4 | -14 | -66
CCCCNC(=O)c1onc(CSc2cccc(OCC)c2)c1C(=O)O | -3 | 1 | 0 | 0 | -1 | 1 | 10 | 19 | -4
Cn1cnnc1SCC(=O)Nc1ccccc1C(=O)NC1CC1 | -1 | -2 | 0 | -2 | -15 | 1 | 10 | -4 | -2
COC(=O)c1c(-c2c(Cl)cccc2Cl)noc1NC(=O)NN1CCOCC1 | -3 | 1 | 2 | 9 | -2 | 1 | 5 | -3 | -2
O=C(CN1CCOCC1)N/N=C/c1ccc(-c2ccc(Br)cc2)o1 | 3 | 0 | 0 | -1 | 8 | 4 | 7 | 2 | -7
O=C(c1ccc(S(=O)(=O)N2CCCCC2)cc1)N1CCN(c2ccccc2F)CC1 | -4 | 0 | -1 | 3 | 1 | 1 | 8 | -4 | 0
COC(=O)C1C(=O)c2c([nH]c(C(=O)OC3CCCCCC3)c2C)CC1C (stereo not given) | 5 | 2 | -4 | -6 | 3 | 3 | 14 | 2 | -5
O=C(Cn1ncc2c(=O)oc3ccccc3c21)NCCN1CCN(c2ccccc2F)CC1 | -4 | -1 | 0 | 1 | -4 | 3 | 6 | 9[fluorescence artefact?] | -7
CC(=O)C1=C(c2ccccc2)OC(N)=C(C#N)C1c1ccccc1F (stereo not given) | -3 | -1 | -5 | 9 | 5 | -6 | 8 | 0 | -16
CCC(C)NC(=O)CN1C(=O)C(CC)Sc2ccccc21 (stereo not given) | 0 | 3 | -1 | 12 | -5 | -4 | 0 | -12 | 1
C=CCNC(=O)CN(c1ccc(F)c(Cl)c1)S(C)(=O)=O | 4 | -1 | 2 | 6 | 1 | -2 | 2 | 10 | -16
CCOc1ccc(-n2c(SCC(=O)Nc3ccc(OC)cc3)nc3c(c2=O)SCC3)cc1 | 5 | 2 | 0 | 3 | -2 | -5 | 9 | -4 | -6
COC(=O)c1cccc(C23CC4(C2)[C@H](CN(Cc2cccnc2)[C@@H]4c2ccccc2)C3c2ccccc2)c1 (stereo not given in full) | -2 | . | -2 | 27 | -1 | 0 | 6 | -2 | 1
O=C(OCC(=O)N1CCOCC1)c1ccc2c(c1)OCCO2 | -4 | 4 | -1 | 1 | 6 | 2 | -3 | 3 | 19
CC(C)CCN(C(=S)Nc1cccc(F)c1)C1CCN(C(C)C)CC1 | -2 | 4 | -1 | 14 | -1 | -1 | 5 | 6 | .
CCC1(CC)Cc2ccccc2C(C2=C(O)CC(C)(C)CC2=O)=N1 | 3 | 4 | 1 | 6 | -3 | 9 | -2 | -9[fluorescence artefact?] | -10
CCOC(=O)CC(=O)c1cc(OC)c(OC)c(OC)c1 | 0 | -1 | 1 | 1 | 4 | -4 | 14 | -12 | 2
CCOC(=O)c1c(CSC(=N)N)n(-c2ccc(C)cc2)c2cc(Br)c(OC(C)=O)cc12 | 5 | 9.4* | -4 | 0 | 6 | -5 | 17 | 61[fluorescence artefact?] | -17
CC(C)(CO)Nc1nc(N2CCCC2)nc(N2CCCC2)n1 | -2 | 2 | -1 | 5 | -4 | 3 | 7 | 1[fluorescence artefact?] | -11
CC(C)c1nnc(NC(=O)CCC(=O)Nc2ccc3cn[nH]c3c2)s1 | 7 | 3 | -1 | 8 | 11 | 0 | 6 | -7 | 0
Cc1cc(C(F)(F)F)nn1Cc1n[nH]c(=S)n1-c1cccc(Cl)c1 | -9 | 0 | 1 | 2 | -4 | 8 | 9 | -7[fluorescence artefact?] | -8
CNC(=O)COC(=O)/C=C/c1cccc(F)c1 | 7 | -2 | 1 | 22 | 0 | 2 | 11 | -12 | 1
COC(=O)CNc1nc(Cl)nc(Nc2ccc(Cl)cc2)n1 | . | -3 | -2 | 8 | 0 | -2 | 2 | -2 | -2
COc1ccc([N+](=O)[O-])cc1NCc1ccco1 | 6 | 1 | 1 | 14 | 81* | -1 | 22 | -5 | 20

Brought forward from above: 5 entries; new compounds follow.
SMILES | Thrombin inh | Wee1 stabilizer | Runt-CBFb FRET | Hck Nef HTS | FXIa inh 1536 | Runt-SMMHC FRET | FXIIa inh | 14-3-3 Bad PPI | hK5 inh
CC(C)c1nnc(NC(=O)CCC(=O)Nc2ccc3cn[nH]c3c2)s1 | 7 | 3 | -1 | 8 | 11 | 0 | 6 | -7 | 0
Cc1cc(C(F)(F)F)nn1Cc1n[nH]c(=S)n1-c1cccc(Cl)c1 | -9 | 0 | 1 | 2 | -4 | 8 | 9 | -7[fluorescence artefact?] | -8
CNC(=O)COC(=O)/C=C/c1cccc(F)c1 | 7 | -2 | 1 | 22 | 0 | 2 | 11 | -12 | 1
COC(=O)CNc1nc(Cl)nc(Nc2ccc(Cl)cc2)n1 | . | -3 | -2 | 8 | 0 | -2 | 2 | -2 | -2
COc1ccc([N+](=O)[O-])cc1NCc1ccco1 | 6 | 1 | 1 | 14 | 81* | -1 | 22 | -5 | 20
COc1ccc(NC(=O)CSc2nc(O)cc(=O)n2C)cc1 | -5 | 3 | 2 | 1 | -5 | 2 | 7 | -3 | 2
Cn1cccc1CC(=O)N/N=C/c1cccc([N+](=O)[O-])c1 | . | 2 | 1 | 34 | 1 | -1 | 8 | -13 | 1
COCCn1nnnc1C(c1cc2ccc(OC)cc2[nH]c1=O)N1CCN(C2CCCCC2)CC1 (stereo not given) | 6 | 0 | 0 | 1 | -7 | 0 | -8 | 21 | -18
C=CCC(=O)OCCCCCCOc1ccc(C(=O)O)cc1 | 1 | -1 | -1 | 1 | 5 | 2 | 14 | -1 | -29
CSc1nnnn1-c1c(C)cccc1C | 1 | -3 | 1 | 12 | 3 | -4 | 10 | 2 | 3
CCN(CC)S(=O)(=O)c1cccc(C(=O)N[C@H](C(=O)OCC(N)=O)C(C)C)c1 | 0 | -1 | 0 | 3 | 5 | -1 | 10 | 2[fluorescence artefact?] | 13
CCN(CC)CCCNC(=O)CSc1nc2c(c(C(F)(F)F)n1)CCc1ccccc1-2 | -2 | 1 | -1 | 22 | 0 | -1 | 8 | -15 | 2
COC(=O)c1ccc(CSc2ccc3nnc(-c4ccc(OC)cc4)n3n2)o1 | 3 | 7 | -5 | 10 | -4 | -4 | 4 | -7 | -14
